Screening data as filed in PubChem.
XIAP displacement: XIAP antagonists, biochemical, IAP family, fluorescence polarization (AID 1018). 200,000 tested, 0.007% active. displacement, % at 20 µM; hits with a dose series show IC50 in µM. XIAP BIR domain, fluorescence polarization peptide displacement; higher % means a stronger effect; in the data active = displacement above about 50%; note: a part of the inactive calls stands beside numbers as strong as those of hits
SIAH1 antagonists: Siah-1 peptide-binding antagonists, primary screen, biochemical, fluorescence polarization, rhodamine-plectin, uHTS (AID 1817) | Siah-1 / rhodamine-plectin peptide fluorescence polarization; higher % means a stronger effect | one-dose displacement, % at 20 µM; IC50 in µM for titrated hits | 290,000 tested, 0.02% active;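 active = displacement of at least 50% at 20 µM, with a fluorescence ratio check between 0.3 and a set limit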;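 note: plate controls were Siah plus tracer with DMSO for no effect and tracer alone without Siah for full effect; strong numbers were not always called active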
RSV CPE inhibition: inhibition of RSV-induced cytopathic effect – HEp-2 cells, primary 10 µM value included (AID 2391) | HEp-2 cells, RSV-induced CPE inhibition; higher % means a stronger effect | CPE inhibition, % at 10 µM; hits with a dose series show IC50 in µM | 310,000 tested, 0.13% active; in the data active = a potency from the dose series; inconclusive = CPE inhibition mostly from about 23% at the one dose, without a potency; inactive = the rest, 99 in 100 with CPE inhibition below about 21%; note: strong numbers were not always called active
Dengue-2 NS5 capping: Dengue-2 NS5 methyltransferase inhibitors, primary screen, biochemical, confirmation dose response (AID 588689) | Dengue-2 NS5 methyltransferase capping enzyme assay, biochemical; higher % means a stronger effect | one-dose inhibition, % at 25 µM; IC50 in µM for titrated hits | 340,000 tested, 0.3% active; in the data active = a potency from the dose series; inconclusive = inhibition above about 29% without an active follow-up result
HIV fusion peptide: inhibitors of HIV fusion peptide binding, primary screen, biochemical, uHTS, fluorescence dequenching (AID 1986) | one-dose inhibition, % at 20 µM; IC50 in µM for titrated hits | 290,000 tested, 0.3% active | cell-free peptide binding, fluorescence dequenching, 30 min; higher % means a stronger effect; in the data active = inhibition mostly above about 52%, no sharp cut-off; inactive = mostly below about 76%; note: some results filed as inactive read as strong as hits
SV40 large T antigen: TAg ATPase/helicase activity blockers – biochemical (AID 1903); 310,000 tested, 0.39% active; SV40 large T antigen ATPase/helicase inhibition assay; higher % means a stronger effect; one-dose inhibition, % at 20 µM; IC50 in µM for titrated hits; in the data active = a potency from the dose series; inconclusive = inhibition mostly from about 32% at the one dose, without a potency; inactive = the rest, 99 in 100 with inhibition below about 32%; note: strong numbers were not always called active
LYP phosphatase: inhibitors of LYP phosphatase, biochemical, fluorescence intensity, uHTS (AID 1779); recombinant LYP phosphatase, fluorescence intensity; higher % means a stronger effect; 290,000 tested, 0.054% active; inhibition, % at 11.5 µM; hits with a dose series show IC50 in µM; in the data active = inhibition above about 50%;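 note: plate controls were vehicle with enzyme for no effect and no enzyme for full effect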
AID2073: inhibitors of Mint1-CaV2.2 protein interaction, biochemical, HTRF (AID 2073). HTRF protein-protein interaction, Mint1-CaV2.2; higher % means a stronger effect. inhibition, % at 20 µM, or IC50 in µM where a hit was titrated. 290,000 tested, 0.19% active; in the data active = inhibition mostly above about 51%, no sharp cut-off; inconclusive = no clear call, values can overlap the other calls; inactive = mostly below about 53%; note: some results filed as inactive read as strong as hits
MgcRacGAP inhibition: MgcRacGAP GTPase-activating activity inhibitors, confirmation, biochemical, ADP Hunter fluorescence. 340,000 tested, 0.6% active. MgcRacGAP-stimulated Rac1 GTP hydrolysis, ADP Hunter fluorescence; higher % means a stronger effect; GST-tagged Rac1 F28L mutant substrate. inhibition, % at 30 µM; hits with a dose series show IC50 in µM. AID 624330;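 active = first-screen hits whose inhibition reached a set limit at any dose in the follow-up dose series; inconclusive = inhibition above the set first-screen limit but never retested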;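 note: fluorescence reports GDP produced by GAP-driven GTP hydrolysis; strong numbers were not always called active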
Starred values were filed as active, the others as inactive; ? = inconclusive; nt = no result given; & = joins results of further samples.

entry	XIAP displacement	SIAH1 antagonists	RSV CPE inhibition	Dengue-2 NS5 capping	HIV fusion peptide	SV40 large T antigen	LYP phosphatase	AID2073	MgcRacGAP inhibition	smiles
1	nt	nt	0.4%	-6%	nt	1%	nt	nt	1%	O=C1CC2(CCCCC2)Oc2ccc(Cl)cc21
2	-1.2%	0%	0.1%	17%	7.6%	7%	-4%	-11%	2%	CCOc1cc(C2C3=C(CCCC3=O)N(C)C3=C2C(=O)CCC3)cc(Cl)c1O
3	-2.8%	0%	1.2%	-2%	2.5%	-5%	3%	12%	7%	Cn1nnnc1SCC(=O)c1ccc(Br)s1
4	-2.1%	-4%	?	4%	-1.4%	11%	-10%	4%	23%	OCCOCCNc1ncnc2sc(-c3ccccc3)cc12
5	-2.3%	-4%	21%	-11%	-2.1%	2%	-1%	12%	8%	COC(=O)c1[nH]c2ccccc2c1NC(=O)CN1CCN(c2cccc(OC)c2)C(C)C1 (configuration not stated)
6	-1.0%	7%	1.9%	0%	-0.9%	3%	-4%	2%	10%	CCOc1nc(NC(=O)NS(=O)(=O)c2cccc(Cl)c2)nc(-c2ccccc2)n1
7	nt	-5%	0.7%	-6%	1.3%	13%	-6%	-6%	4%	NC(=O)c1ccc(-n2nnnc2SCC(=O)Nc2ccc(F)cc2)cc1
8	-10%	-4%	2.8%	-1%	1.6%	21%	10%	2%	10%	O=C(CN1CCN(c2ncc(C(F)(F)F)cc2Cl)CC1)NCCNc1ncc(C(F)(F)F)cc1Cl

entry	XIAP displacement	SIAH1 antagonists	RSV CPE inhibition	Dengue-2 NS5 capping	HIV fusion peptide	SV40 large T antigen	LYP phosphatase	AID2073	MgcRacGAP inhibition	smiles
9	1.7%	-7%	3.2%	-7%	-1.5%	3%	-1%	0%	3%	O=C(Cc1cccc2ccccc12)Nc1nc(-c2cccc([N+](=O)[O-])c2)cs1
10	1.9%	-6%	5.6%	-24%	2.2%	17%	3%	2%	5%	Cc1ccc(-c2csc(C3C(N)=NC(S)=C(C#N)C34CCCCC4)n2)cc1 (configuration not stated)
11	nt	6%	0.9%	4%	-2.0%	24%	-5%	9%	3%	CCCC(C(=O)NCCC(C)C)N(Cc1ccccc1)C(=O)c1snc(C(N)=O)c1N (configuration not stated)
12	-0.3%	6%	1.2%	-4%	1.1%	-2%	-9%	1%	16%	Oc1ccccc1CNc1ccc(Br)cn1
13	-0.2%	2%	0.6%	-3%	1.6%	8%	-1%	38%	4%	CN(C)S(=O)(=O)c1cccc(C(=O)NCc2ccco2)c1
14	-0.5%	3%	0.6%	2%	-2.2%	3%	-6%	8%	4%	Cc1cc(-c2nnc3sc(-c4ccc(Cl)cc4Cl)nn23)n[nH]1
15	nt	1%	nt	-16%	-1.8%	8%	-1%	2%	5%	COc1ccc(NC(=O)Nc2nc3ccccc3s2)cc1
16	-6.0%	6%	2.2%	-3%	0.9%	9%	-4%	-6%	3%	CC(C)c1nc(-c2ccccc2)c(-c2ccccc2)[nH]1

entry	XIAP displacement	SIAH1 antagonists	RSV CPE inhibition	Dengue-2 NS5 capping	HIV fusion peptide	SV40 large T antigen	LYP phosphatase	AID2073	MgcRacGAP inhibition	smiles
17	nt	4%	0.9%	-7%	0.1%	3%	-7%	39%	12%	COC(=O)C(Cc1ccccc1)NCC(=O)Nc1cccc(Cl)c1C (configuration not stated)
18	-1.5%	0%	2.5%	-10%	-1.7%	13%	-7%	18%	5%	O=C(CCCn1c(=O)[nH]c2ccccc2c1=O)NC1CCCCCC1
19	-4.3%	-3%	1.7%	-3%	2.8%	24%	-5%	4%	-9%	Cc1cc(Nc2ccccc2Br)n2nc(C)nc2n1
20	-2.1%	-1%	1.5%	-7%	1.6%	4%	-8%	-3%	2%	O=C(CCN1C(=O)C2C3C=CC(C3)C2C1=O)N1CCCCC1 (configuration not stated)
21	-0.9%	6%	0.9%	-4%	-0.1%	9%	-7%	-10%	6%	CCC(=O)NC(Nc1nc(C)cs1)(C(=O)OC)C(F)(F)F (configuration not stated)
22	-5.9%	2%	2.2%	6%	5.0%	1%	-3%	2%	8%	O=C1C(Cl)=C(NCC2CCCO2)C(=O)N1C1CCCCC1 (configuration not stated)
23	nt	nt	1.1%	6%	nt	2%	nt	nt	-6%	Cc1ccc(C(=O)NCC(=O)Nc2ccc3c(c2)OCCO3)cc1
24	nt	0%	nt	-4%	-0.8%	20%	-3%	9%	5%	O=C(C[n+]1cc(-c2ccc(Cl)cc2)n2c1CCC2)Nc1nc(-c2ccc(F)cc2)cs1

entry	XIAP displacement	SIAH1 antagonists	RSV CPE inhibition	Dengue-2 NS5 capping	HIV fusion peptide	SV40 large T antigen	LYP phosphatase	AID2073	MgcRacGAP inhibition	smiles
25	nt	9%	18%	-14%	0.4%	22%	-8%	?	15%	Cc1nc2c(C)cccc2c2c1CCN2c1ccccc1F
26	nt	0%	3.4%	-8%	1.6%	7%	-9%	3%	8%	Cc1nonc1CC(=O)NC1CC(C)(C)Cc2c1cnn2-c1ccc(F)cc1 (configuration not stated)
27	18%	-2%	1.3%	4%	-2.0%	4%	-3%	8%	-3%	Cc1cc(C)n(-c2cc(Cl)ccc2[N+](=O)[O-])n1
28	-1.5%	23%	nt	3%	58%	?	0%	39%	84µM*	CSc1ccc(/C=N/Nc2cccc(C(=O)O)c2)cc1
29	-11%	0%	1.0%	0%	0.5%	4%	-6%	7%	8%	COc1ccc(-c2cc(=O)c3cc(OC)c(OC)cc3[nH]2)cc1
30	nt	-4%	-0.3%	-9%	1.1%	5%	1%	-9%	-7%	COc1ccc(CCC(C)NCC(C)c2ccccc2)cc1 (configuration not stated)
31	-4.3%	3%	2.0%	-10%	8.2%	-1%	-6%	-2%	-4%	CCN1CCN(C(=O)C(NS(=O)(=O)c2ccc3nc(C)sc3c2)C(C)C)CC1 (configuration not stated)
32	-8.9%	9%	0.4%	24%	30%	79%	5%	17%	76%	Cc1ccc(C)n1/N=C1/NC(=O)CS1

entry	XIAP displacement	SIAH1 antagonists	RSV CPE inhibition	Dengue-2 NS5 capping	HIV fusion peptide	SV40 large T antigen	LYP phosphatase	AID2073	MgcRacGAP inhibition	smiles
33	-7.6%	10%	1.4%	1%	-1.4%	31%	-9%	1%	-5%	Cc1cc(C)nc(N2N=C(c3ccccc3)CC2=O)n1
34	0.6%	2%	0.8%	-98%	-0.9%	11%	-1%	-4%	3%	Cc1c(Br)cc(C(=O)NC2CCCCC2)c(C)c1C
35	nt	-4%	2.4%	3%	1.4%	-2%	-7%	7%	6%	COc1cccc(NC(=O)CSc2ccc3nnc(CCNC(=O)c4ccccc4)n3n2)c1
36	-1.0%	5%	-0.1%	-1%	-2.8%	4%	8%	-3%	13%	Cc1cc(C(=O)N/N=C/c2cc(Br)ccc2OC(=O)c2ccccc2)n[nH]1
37	nt	0%	nt	nt	-1.4%	11%	-2%	6%	nt	Cn1cnc(S(=O)(=O)Nc2cc(-c3ccc(Cl)cc3)nn2C)c1
38	nt	-4%	0.0%	-5%	1.6%	1%	-11%	-4%	1%	Cc1ccc(S(=O)(=O)Nc2ccc(S(=O)(=O)N3CCOCC3)cc2)cc1
39	nt	0%	1.0%	-5%	1.3%	8%	-10%	0%	10%	O=c1nc(Nc2ccc([N+](=O)[O-])cc2)[nH]c(=O)[nH]1
40	-5.5%	-2%	nt	3%	3.5%	9%	0%	33%	2%	CCN1C(=O)/C(=C\c2cn(-c3ccccc3)nc2-c2cccnc2)SC1=S

entry	XIAP displacement	SIAH1 antagonists	RSV CPE inhibition	Dengue-2 NS5 capping	HIV fusion peptide	SV40 large T antigen	LYP phosphatase	AID2073	MgcRacGAP inhibition	smiles
41	-6.2%	-1%	3.2%	-4%	-0.4%	22%	-6%	1%	6%	COc1ccc(Nc2nc(N)nc(CSc3nnc(N)s3)n2)cc1
42	-12%	-6%	1.1%	-2%	-2.1%	5%	-2%	0%	10%	Cc1ccccc1NC(=O)c1csc2c1CCCC2
43	-3.2%	3%	1.1%	-3%&-18%	4.9%	22%	2%	0%	5%&1%	Cc1c(N=C/C=C2/N(C)c3ccccc3C2(C)C)c(=O)n(-c2ccccc2)n1C
44	nt	5%	10%	-35%	97%	5%	-8%	-12%	5%	Cc1onc(-c2ccccc2)c1C(=O)Nc1sccc1C#N
45	-2.8%	0%	1.1%	3%	1.3%	5%	-6%	15%	8%	O=C1CSC(c2ccncc2)N1Cc1ccco1 (configuration not stated)
46	nt	1%	-1.7%	-1%	-0.9%	9%	3%	2%	2%	Cc1[nH]c(C)c(S(=O)(=O)N2CCN(c3ccccc3)CC2)c1C(=O)N1CCCC1
47	-0.9%	4%	-1.5%	-7%	0.2%	15%	-3%	10%	8%	O=C1CCCc2c1[nH]c1ccc(Cl)cc21
48	-4.3%	1%	11%	-6%	-0.5%	4%	1%	0%	12%	c1coc(CNc2nc(N3CCCCC3)nc3ccccc23)c1
49	nt	20%	1.3%	-1%	9.7%	7%	-8%	5%	-8%	Cc1ccc(NC(=O)CCn2c(=S)oc3ccccc32)cc1F
50	-3.1%	-4%	1.6%	1%	4.5%	5%	-11%	4%	11%	O=C(CSc1nnc(-c2ccco2)o1)NC(=O)Cc1ccccc1
51	-2.8%	0%	nt	nt	6.1%	10%	-7%	0%	nt	Cc1c2c(nc3nc4ccccc4n13)CCCC2=O

Some of these compounds in order of molecular weight, descending.
entry	XIAP displacement	SIAH1 antagonists	RSV CPE inhibition	Dengue-2 NS5 capping	HIV fusion peptide	SV40 large T antigen	LYP phosphatase	AID2073	MgcRacGAP inhibition	smiles
46	nt	1%	-1.7%	-1%	-0.9%	9%	3%	2%	2%	Cc1[nH]c(C)c(S(=O)(=O)N2CCN(c3ccccc3)CC2)c1C(=O)N1CCCC1
43	-3.2%	3%	1.1%	-3%&-18%	4.9%	22%	2%	0%	5%&1%	Cc1c(N=C/C=C2/N(C)c3ccccc3C2(C)C)c(=O)n(-c2ccccc2)n1C
41	-6.2%	-1%	3.2%	-4%	-0.4%	22%	-6%	1%	6%	COc1ccc(Nc2nc(N)nc(CSc3nnc(N)s3)n2)cc1
50	-3.1%	-4%	1.6%	1%	4.5%	5%	-11%	4%	11%	O=C(CSc1nnc(-c2ccco2)o1)NC(=O)Cc1ccccc1
49	nt	20%	1.3%	-1%	9.7%	7%	-8%	5%	-8%	Cc1ccc(NC(=O)CCn2c(=S)oc3ccccc32)cc1F
42	-12%	-6%	1.1%	-2%	-2.1%	5%	-2%	0%	10%	Cc1ccccc1NC(=O)c1csc2c1CCCC2
45	-2.8%	0%	1.1%	3%	1.3%	5%	-6%	15%	8%	O=C1CSC(c2ccncc2)N1Cc1ccco1 (configuration not stated)
51	-2.8%	0%	nt	nt	6.1%	10%	-7%	0%	nt	Cc1c2c(nc3nc4ccccc4n13)CCCC2=O
39	nt	0%	1.0%	-5%	1.3%	8%	-10%	0%	10%	O=c1nc(Nc2ccc([N+](=O)[O-])cc2)[nH]c(=O)[nH]1
47	-0.9%	4%	-1.5%	-7%	0.2%	15%	-3%	10%	8%	O=C1CCCc2c1[nH]c1ccc(Cl)cc21
